# Source: PubChem BioAssay (Sanford-Burnham Center for Chemical Genomics)
# Lipid droplet: modulators of hepatic lipid droplet formation; AML12 mouse hepatocytes, oleate lipid droplets, BODIPY imaging; inhibition, % at 6.5 µM; 240,000 tested, 0.4% active; AID 1656;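 active means lipid droplet intensity inhibited by at least 50%, with more than 500 cells counted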
#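 Assay system: AML12 mouse liver cells | Compound dosing: One dose, 6.5 µM compound | Read-out basis: Droplet intensity reduction, % inhibition | Measured by: Fluorescence imaging, 20x objective, two fields per well | Schedule: Overnight treatment with compound plus oleate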
# Lipid droplet cells 6.5 µM: further read-out of Lipid droplet, marked with its call; cell count; measured here: cell count, cytotoxicity flag;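 cells counted across two imaged fields per well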
# Starred values were filed as active, the others as inactive.
SMILES,Lipid droplet,Lipid droplet cells 6.5 µM
CCN(CC)C(=O)c1cc(S(=O)(=O)N2CCCCC2)c[nH]1,-5.4,773
Nc1nc(-c2cc(O)ccc2[N+](=O)[O-])cc(-c2ccccc2)c1[N+](=O)[O-],17.2,820
O=C(Nc1cnccn1)Nc1ccccc1F,-3.6,696
CC(C)c1ccc(Cc2nnc(NCCCO)[nH]c2=O)cc1,-9.0,806
CCn1nc(C)c(CNC(=O)C2CCC(=O)N(CCc3ccc(OC)cc3)C2)c1C (stereo not given),-7.8,758
CN(C)c1ccc(C(=O)OCC(=O)NCCCc2ccccc2)cc1,-1.1,846
COc1ccccc1NC(=O)CSc1nnc(COc2ccccc2C)o1,0.7,775
Cc1cccc(C(=O)NC2CCN(C(=O)Nc3ccc(F)cc3)CC2)c1,-33.7,760
COC(=O)c1ccc(NS(=O)(=O)c2c(C)[nH]c(C)c2C(=O)N2CCCC2)cc1,-14.2,762
Cc1oc(C(=O)O)cc1COc1cccc2ccccc12,-2.0,787
COC(=O)CCCC(=O)NCC1(N(C)Cc2ccccc2)Cc2ccccc2C1,10.9,787
COc1ccc(OCC(=O)Nc2c(C(=O)N3CCN(C)CC3)oc3ccccc23)cc1,13.3,754
O=C(NC1CCCCC1)C1CCC(CNS(=O)(=O)c2ccccc2)CC1 (stereo not given),-1.5,802
CN(CC(=O)N1CCCCC1)S(=O)(=O)c1cccc2nsnc12,-25.9,666
CN(C)c1ccc(C(C(=O)NCc2ccccc2)N(Cc2ccco2)C(=O)c2snc(C(N)=O)c2N)cc1 (stereo not given),2.5,802
O=C(COc1ccc(-c2ccccc2)cc1)N/N=C/c1cccnc1,-0.3,721
CC1=CCC2C(=O)N(c3cccc(C(=O)NC(C)c4ccccc4)c3)C(=O)C2C1 (stereo not given),-15.3,771
COc1ccc(OCc2cc(C(=O)N3CCC(c4ccccc4)CC3)no2)c(Cl)c1,2.2,875
CC(=O)Nc1nc2c(C)cc(NC(=O)C3CCCCC3)cc2s1,-0.2,805
O=C(Nc1ccccc1N1CCCCC1)c1cccc(OC(F)F)c1,4.3,818
O=C(Nc1nnc(S(=O)(=O)N2CCOCC2)s1)c1cccc(Br)c1,21.5,760
Cc1ccc(CNC(=O)c2nccnc2C(=O)O)cc1,-8.3,766
Cc1cc(=O)oc2cc(OCC(=O)N(C)C3CCS(=O)(=O)C3)c(Cl)cc12 (stereo not given),-0.7,732
O=C(NCCc1ccc(C(F)(F)F)cc1)C1COc2ccccc2O1 (stereo not given),-8.4,845
CCOc1ccccc1C1NC(=O)c2ccccc2O1 (stereo not given),2.2,835

# 6 entries from above, sorted by number of heavy atoms, highest first.
SMILES,Lipid droplet,Lipid droplet cells 6.5 µM
COc1ccc(OCC(=O)Nc2c(C(=O)N3CCN(C)CC3)oc3ccccc23)cc1,13.3,754
COc1ccccc1NC(=O)CSc1nnc(COc2ccccc2C)o1,0.7,775
O=C(NC1CCCCC1)C1CCC(CNS(=O)(=O)c2ccccc2)CC1 (stereo not given),-1.5,802
O=C(Nc1ccccc1N1CCCCC1)c1cccc(OC(F)F)c1,4.3,818
Cc1oc(C(=O)O)cc1COc1cccc2ccccc12,-2.0,787
CCOc1ccccc1C1NC(=O)c2ccccc2O1 (stereo not given),2.2,835

# Additional compounds:
SMILES,Lipid droplet,Lipid droplet cells 6.5 µM
CN1CCc2c(sc(NC(=O)c3ccc(C(=O)c4ccccc4)cc3)c2C(N)=O)C1,-0.8,847
COc1ccc(S(=O)(=O)NCc2csc(C)n2)cc1OC,-14.7,868
COc1ccc(Cl)cc1NC(=O)CSc1nc(NS(=O)(=O)c2ccccc2)cc(=O)[nH]1,-38.1,805
CCCCc1cc(=O)oc2cc(OCC(=O)NC(Cc3c[nH]c4ccc(O)cc34)C(=O)O)ccc12 (stereo not given),-4.6,783
CC(C)CCN1CCC(n2nccc2NC(=O)C2CCOC2)CC1 (stereo not given),-34.5,718
CCOC(=O)c1ccc(NC(=O)NCc2ccccn2)cc1,-3.3,648
Cc1ccc(NC(=O)c2sc3ncn(CC(=O)N4CCN(c5ccccn5)CC4)c(=O)c3c2C)cc1Cl,-0.3,737
CCCCc1ccc(NC(=S)N2CCCC2)cc1,-19.1,653
COc1cccc(N(CC(=O)NCCSCc2ccco2)S(=O)(=O)c2ccccc2)c1,-19.5,848
COc1ccc(OC)c(NC(=O)c2cc(OC(C)=O)cc(C(=O)Nc3cc(OC)ccc3OC)c2)c1,1.7,803
Cc1cc(S(=O)(=O)NCc2ccncc2)c(C)cc1Br,-36.0,612
CC(C#N)Sc1ncnc2sc(-c3ccccc3)cc12 (stereo not given),-1.1,785
CCOC(=O)c1cc2nc(-c3ccccc3)cc(C)n2n1,-7.0,787
CCCCOc1cccc(C(=O)N(Cc2ccccc2)C2CCS(=O)(=O)C2)c1 (stereo not given),-4.8,798
COCCCNc1nc(N)c([N+](=O)[O-])c(NC2CCCCC2)n1,13.9,865
O=C(CCCc1c[nH]c2ccccc12)N[C@@H](Cc1c[nH]c2ccccc12)C(=O)O,8.2,810
C/C(=C\c1ccc(F)cc1)C(=O)c1c(C)cc(C)[nH]c1=O,7.9,826
O=C(CCn1c(=O)c2cccn2c2cccnc21)N1CCN(c2cccc(Cl)c2)CC1,-43.9,694
Cc1nc2ccccc2c2oc(C(=O)N3CCCC(C)C3)cc12 (stereo not given),8.9,715
Cc1ccc(CN2C(=O)CCC2C(=O)NCCc2ccccc2)cc1 (stereo not given),3.8,421
CCC(C)(C)NC(=O)C1CCCN(S(=O)(=O)c2ccc3c(c2)CC(C)N3C(=O)C2CC2)C1 (stereo not given),-24.6,676
CC(C(=O)Nc1ccccc1)N1CCN(c2ccccn2)CC1 (stereo not given),6.3,815
CC(=O)c1ccc(N2CCN(C(=O)C3CCCN3S(=O)(=O)c3cccc4nsnc34)CC2)cc1 (stereo not given),-1.9,693
Cn1c(=O)c(=O)n(C)c2cc(S(=O)(=O)CCC(=O)Nc3ccc(F)cc3)ccc21,14.8,817
O=C(COc1ccc([N+](=O)[O-])cc1)Nc1cccc(C(=O)Nc2ccccc2C(=O)O)c1,-32.0,574

# Random excerpt: 2 compounds from above
SMILES,Lipid droplet,Lipid droplet cells 6.5 µM
CCCCOc1cccc(C(=O)N(Cc2ccccc2)C2CCS(=O)(=O)C2)c1 (stereo not given),-4.8,798
CC(C#N)Sc1ncnc2sc(-c3ccccc3)cc12 (stereo not given),-1.1,785

# New compounds follow:
SMILES,Lipid droplet,Lipid droplet cells 6.5 µM
O=C(O)c1cc(S(=O)(=O)N2CCCc3ccccc32)ccc1Cl,12.7,700
CN(CC(=O)NCc1ccc(F)cc1)S(=O)(=O)c1ccc2c(c1)c(=O)n(C)c(=O)n2C,-4.8,747
O=S1(=O)NC2c3ccccc3CC2O1 (stereo not given),4.1,818
COC(=O)c1ccc(C(=O)N(C)C2CCCN(Cc3ccccc3F)C2)nc1 (stereo not given),-5.7,856
CCC(CC)N1CCN(C(=O)c2cc(OC)c(OC)c(OC)c2)CC1,1.5,797
O=C(c1ccc(N2C(=O)c3ccccc3C2=O)cc1)N1CCCCC1,-26.7,817
Cc1cc(C)n(CC(=O)NC2CCCc3c2cnn3-c2ccccc2F)n1 (stereo not given),-11.5,673
CC(O)CNc1nc2c(c(=O)n(Cc3cccc(Cl)c3)c(=O)n2C)n1C (stereo not given),8.6,854
CCCNC(=O)NC(=O)CN1C(=O)NC(C)(c2ccc3ccccc3c2)C1=O (stereo not given),1.2,729
Cc1nn(C)c(C(=O)N/N=C/c2ccncc2)c1Cl,3.9,715
COc1ccccc1C(=O)Nc1nnc(S(=O)(=O)N2CCCCC2)s1,15.6,744
Cc1ccccc1N1CC(C(=O)Nc2ccc(S(=O)(=O)NCC3CCCO3)cc2)CC1=O (stereo not given),-3.4,797
COc1ccccc1CNC(=O)CCNS(=O)(=O)c1cccc2nonc12,-13.2,764
CC1Cc2ccccc2N1C(=O)CN1CCN(Cc2ccccc2)CC1 (stereo not given),3.8,423
CC(C)(O)C#Cc1ccc(C(=O)N2CCCC(CNS(=O)(=O)c3cccs3)C2)o1 (stereo not given),-2.7,726
Cc1cc(Cl)cc(C)c1OCCCCCn1ccnc1,2.7,851
CN(Cc1ccccc1)C(=O)CN1C(=O)c2ccc([N+](=O)[O-])cc2C1=O,0.4,773
CC1CCCN(C(=O)CCCC(=O)N2CCCC(C)C2)C1 (stereo not given),-42.1,603
CN1C(=O)/C(=C/c2ccc(C(F)(F)F)cc2)Sc2ccc(C(=O)N3CCN(c4ccccn4)CC3)cc21,-31.2,704
Cc1cc(C(=O)N/N=C/c2ccncc2)c2ccccc2n1,16.0,850
COc1cc(OC)c(C(=O)NC2CCCc3ccccc32)cc1OC (stereo not given),-9.5,807
CCN(CC)CC(=O)N1CCCC(N2CCN(c3cccc(C(F)(F)F)c3)CC2)C1 (stereo not given),1.8,780
O=C(O)c1ccc2c3n(nc2c1)-c1ccc(Cl)cc1CO3,-1.8,766
Cc1cc(C)n(-c2ccc(NC(=O)C3CCCCN3C(=O)c3cc(C)oc3C)cc2)n1 (stereo not given),2.0,752
CC(=O)c1ccccc1OC(=O)COc1ccc([N+](=O)[O-])cc1,-7.1,759
SMILES,Lipid droplet,Lipid droplet cells 6.5 µM
COc1ccc(O)c(/C=N/N2CCCCC2)c1,-0.2,848
CC(C)N(CC(O)COc1ccc(CC(N)=O)cc1)CC(O)COc1ccc(CC(N)=O)cc1 (stereo not given),-11.2,701
O=C(/C=C/c1cccc(Br)c1)c1ccc2c(c1)OCO2,-10.0,796
Cc1ccc(C(=O)N/C(=C\c2ccc(-c3cccc([N+](=O)[O-])c3)o2)C(=O)NCCCN(C)C)cc1,-4.8,769
COc1ccccc1NC(=O)CCCc1nnc2n(C)c(=O)c3sccc3n12,-1.1,789
COc1ccc(NC(=O)COc2cccc3c2CCN(C)C3=O)c(OC)c1,8.3,647
CCCCN(C(=O)c1cccc(S(=O)(=O)N2CCN(Cc3ccccc3)CC2)c1)c1ccccc1,5.5,847
CC(C)n1cc(/C=N/Nc2ccc(C(=O)O)cc2)c2ccccc21,-16.8,856
Cc1cc(C(=O)Nc2ccccc2C)on1,-1.9,788
O=C(Nc1ccccc1)c1ccccc1OS(=O)(=O)c1ccccc1,-4.6,770
CN(C)Cc1c(C(=O)N/N=C/c2ccoc2)nnn1-c1nonc1N,7.5,754
CC(=O)Nc1ccc(OCC(O)Cn2cccn2)cc1 (stereo not given),0.5,806
COc1ccc(CCN(C)C(=O)CCCN2C(=O)c3cccc4cccc(c34)C2=O)cc1OC,-8.0,826
OCC[C@@H]1C[C@H](O)[C@@H](O)[C@@]2(CCCc3ccccc3O2)O1,1.2,768
CCCOc1ccccc1C(=O)N(Cc1cccc(Br)c1)C1CCS(=O)(=O)C1 (stereo not given),-6.8,644
CCOc1ccc(S(=O)(=O)N2CCC(C(=O)NCc3ccccn3)CC2)cc1C,4.0,744
Nc1nc(SCC(=O)Nc2ccc([N+](=O)[O-])cc2)[nH]c(=O)c1NC(=O)c1ccc(Br)o1,-3.6,762
C=C1CCC[C@]2(C)C[C@H]3OC(=O)C(CN4CCOCC4)[C@H]3C[C@@H]12 (stereo not given in full),10.4,879
Nc1ccccc1C(=O)N1CCc2ccccc21,16.4,876
Cc1c(C(=O)O)sc2nc(-c3cccs3)cc(C(F)(F)F)c12,24.2,812
CCc1ccc(OCC(=O)N(Cc2ccccc2)C2CCS(=O)(=O)C2)cc1 (stereo not given),-3.3,746
Cc1c(C)c2ccc(OCC(=O)Nc3ccccc3C(N)=O)cc2oc1=O,-1.5,811
Cc1ccc(S(=O)(=O)NCCn2cnc([N+](=O)[O-])n2)cc1,1.4,831
Cc1cc(NC(=O)CSc2nnc(-c3ccccc3Cl)o2)no1,5.6,795
CCOC(=O)N1CCC(N2C(=O)c3ccc(C(=O)NCCOC)cc3C2=O)CC1,6.7,691
SMILES,Lipid droplet,Lipid droplet cells 6.5 µM
CC(=O)COc1coc(CN2CCN(c3ccc(F)cc3)CC2)cc1=O,10.3,740
CN(C)c1ccc(CNc2ccccn2)cc1,1.2,832
CN(c1ccccc1)S(=O)(=O)c1ccc(-c2ccccc2)cc1,-2.4,809
O=C(NNC(=O)c1ccc[nH]1)c1cc(Cl)cc(Cl)c1,14.9,880
COc1ccccc1CN1CC(C(=O)NCc2cc(F)cc(C(F)(F)F)c2)CCC1=O (stereo not given),-1.5,701
Cc1ccc(C(C)C)c(OCCCCCN2CCOCC2)c1,-4.4,755
CC(C)(C)c1cc[n+](-c2[nH]c(=O)sc2/C=N/N=C(\[O-])c2ccccc2)cc1,-2.4,734
COc1ccc(C(=O)N=C2SC3CS(=O)(=O)CC3N2Cc2ccccc2)cc1OC (stereo not given),7.5,731
Cc1ccccc1S(=O)(=O)Cc1ccc(C(=O)NCc2ccco2)o1,-1.6,782
Cc1ccc(N2CC(C(=O)OCC(=O)Nc3cc(C)on3)CC2=O)c(C)c1 (stereo not given),-4.1,701
COc1ccc(C)c2sc(NC(=O)c3cccc(N4C(=O)CCC4=O)c3)nc12,-1.8,759
C=CCn1c(CSc2ccc(C)cc2)n[nH]c1=S,-1.4,758
CN(C)c1nc2c(N)ncnc2n1[C@H]1O[C@@H](CO)[C@H](O)[C@@H]1O,6.3,701
COCc1ccc(C(=O)N2CCCC(Nc3ccc(F)c(F)c3)C2)s1 (stereo not given),20.8,814
CCOc1cc(N2CCOCC2)c(OCC)cc1NS(=O)(=O)c1cc(NC(C)=O)ccc1OC,-17.0,796
CCN(CC)C(=O)Cn1cc(C(=O)C(=O)N2CCN(C)CC2)c2ccccc21,-2.0,828
Cc1cccn2c(=O)c3cc(C(=O)NC4CCCCC4)n(C)c3nc12,6.9,726

# Single records (already shown):
# Results for `Cc1nc2ccccc2c2oc(C(=O)N3CCCC(C)C3)cc12` (stereo not given) : Lipid droplet: 8.9; Lipid droplet cells 6.5 µM: 715
# Results for `O=C(/C=C/c1cccc(Br)c1)c1ccc2c(c1)OCO2` : Lipid droplet: -10.0; Lipid droplet cells 6.5 µM: 796

# The list is partial. The share of hits here may be higher or lower than overall.
